Screening data (PubChem)
HP1b binding inh: HTS for Inhibitors of HP1-beta Chromodomain Interactions with Methylated Histone Tails; Chromobox protein homolog 1 (Homo sapiens), P83916; AlphaScreen HP1-beta / biotin-H3K9me3 peptide binding; Potency, µM (highest dose often 114 µM), for inactives: at the highest dose activity change, negative = inhibition, usual class: inhibitors; 390,000 compounds, 0.56% hits; AID 540317, 2011; note: potency is the fitted concentration of half-maximal effect; nearly all actives have a fitted effect of over 70% in size; inactives centre near 23
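Compound inhibition of the preformed complex between 50 nM HP1-beta and 50 nM biotinylated H3K9me3 peptide was read by AlphaScreen. Buffer was PBS pH 7.4 with 0.01% Tween-20. Incubations ran 30 min at room temperature, with 10 ug/mL donor/acceptor beads.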
BAZ2B inh: qHTS Assay for Inhibitors of BAZ2B; Bromodomain adjacent to zinc finger domain protein 2B (Homo sapiens), Q9UIF8; AlphaScreen BAZ2B-H3K14Ac peptide displacement; Potency, µM (titrated, usually from 114 µM), for the others: top-dose activity change, negative = inhibition, hits mostly inhibitors; 360,000 compounds, 4.4% hits; AID 504333, 2011; note: potency is the fitted concentration of half-maximal effect; % is set by controls: 0 for no effect and ±100 for the full control effect; nearly all actives have a fitted effect of over 60% in size
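Inhibition is scored as reduced AlphaScreen emission. The BAZ2B/b-H3(5-23)K14Ac complex (50 nM each) in PBS pH 7.4, 0.01% Tween-20 meets compound (up to 110 uM) for 30 min at RT before bead addition.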
ERG-DNA inh: qHTS for Small Molecule Inhibitors of the ERG Ets/DNA interaction. fluorescence polarization, His-ERG Ets domain / labelled DNA. Transcriptional regulator ERG (Homo sapiens), P11308. 370,000 compounds, 0.028% hits. Potency, µM (doses to about 76.9 µM), without a hit: top-dose FP activity, negative = inhibition, usual class: inhibitors. AID 624246, 2012; active = well fitted inhibition curve with a large enough effect in the polarisation, with a control signal flat; inconclusive = small, poorly fitted or top-dose-only effect, or effect the other way, or a change in a side signal; inactive = no such curve, though single readings can be large or run the other way; the % refers to the polarisation;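 note: polarization taken with two DNA probes labelled with fluorescein and Texas red; potency is the fitted concentration of half-maximal effect; % of control where 0% means no effect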
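His-tagged ERG Ets domain (1 uM in the protein solution; 300mM KCl, 50mM Tris-HCl, 1mM EDTA, 1mM DTT, pH 7.5) received compound, then a probe mix of 5 nM fluorescein-DNA and 100nM Texas-615-DNA. Fluorescence polarization was read for both dyes.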
GLS inhibitor: qHTS for Inhibitors of Glutaminase (GLS); Glutaminase kidney isoform, mitochondrial (Homo sapiens), O94925; GLS enzymatic activity, qHTS titration; Potency, µM (highest dose often 45.5 µM), without a hit: top-dose activity change, negative = inhibition, usual class: inhibitors; 410,000 compounds, 0.21% hits; note: potency is the fitted concentration of half-maximal effect; % is set by controls: 0 for no effect and ±100 for the full control effect
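Read-out is an Amplex red fluorescence increase coupled through glutamate oxidase and HRP, measured before and after 30 min room-temperature incubation. hKGA is in 45 mM KH2PO4 (pH 8.2) with 0.02% Tween-20; glutamine added as 1mM solution.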
JMJD2A Tudor: qHTS Assay for Inhibitors of JMJD2A-Tudor Domain. AlphaScreen JMJD2A-Tudor / H3K4me3 peptide binding. Potency, µM (titrated, usually from 114 µM), for inactives: at the top dose activity change, negative = inhibition, usual class: inhibitors. 390,000 compounds, 4.4% hits. AID 504339, 2011; note: potency is the fitted concentration of half-maximal effect; % is set by controls: 0 for no effect and ±100 for the full control effect; nearly all actives have a fitted effect of over 50% in size
Target sequence (O75164 whole entry, looked up, the tested form may be a part): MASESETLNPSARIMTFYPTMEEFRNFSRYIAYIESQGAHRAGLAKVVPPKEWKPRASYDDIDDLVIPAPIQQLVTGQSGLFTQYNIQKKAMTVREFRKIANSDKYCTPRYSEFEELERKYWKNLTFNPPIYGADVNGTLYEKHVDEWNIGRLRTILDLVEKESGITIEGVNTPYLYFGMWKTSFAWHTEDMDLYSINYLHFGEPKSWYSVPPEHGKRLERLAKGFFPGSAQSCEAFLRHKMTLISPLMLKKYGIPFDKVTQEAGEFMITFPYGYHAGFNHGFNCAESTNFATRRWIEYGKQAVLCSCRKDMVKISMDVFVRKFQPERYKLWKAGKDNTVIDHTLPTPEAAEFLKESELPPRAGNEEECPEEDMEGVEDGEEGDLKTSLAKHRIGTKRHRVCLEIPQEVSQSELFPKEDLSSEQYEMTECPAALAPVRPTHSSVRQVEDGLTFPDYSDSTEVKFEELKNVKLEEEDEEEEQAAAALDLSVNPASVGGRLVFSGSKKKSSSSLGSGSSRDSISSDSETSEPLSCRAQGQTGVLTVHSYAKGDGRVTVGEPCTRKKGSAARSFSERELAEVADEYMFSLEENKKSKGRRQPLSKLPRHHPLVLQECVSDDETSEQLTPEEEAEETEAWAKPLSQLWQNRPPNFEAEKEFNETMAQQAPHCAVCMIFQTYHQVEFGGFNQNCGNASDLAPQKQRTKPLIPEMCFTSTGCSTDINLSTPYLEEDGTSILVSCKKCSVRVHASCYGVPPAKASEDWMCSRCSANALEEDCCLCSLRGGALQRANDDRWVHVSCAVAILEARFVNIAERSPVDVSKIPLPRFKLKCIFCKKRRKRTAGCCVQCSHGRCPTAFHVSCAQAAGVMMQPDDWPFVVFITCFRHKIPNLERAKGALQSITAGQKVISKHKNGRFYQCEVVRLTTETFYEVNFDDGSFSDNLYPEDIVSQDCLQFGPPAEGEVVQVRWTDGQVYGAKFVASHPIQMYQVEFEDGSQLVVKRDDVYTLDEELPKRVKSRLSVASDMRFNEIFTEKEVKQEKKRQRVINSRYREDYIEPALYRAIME
PI4K2A inh: qHTS for small molecular inhibitors of PI4K2A; Phosphatidylinositol 4-kinase type 2-alpha (Homo sapiens), Q9BTU6; purified PI4K2A, ADP-Glo luminescence, 1 h; active compounds read low; activity change, negative = inhibition, % at 76.9 µM; 420,000 compounds, 0.13% hits; AID 1346378, 2018; in the data active = activity change below about -50%; inconclusive = mostly about -30% to -49%;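 note: -100% = wells without enzyme as full effect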
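In this quantitative HTS, ADP production by PI4K2A was quantified luminescently after 1 h at ambient temperature; 100 microM adenosine served as plate-quality control.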
G9a inh: qHTS Assay for Inhibitors of Histone Lysine Methyltransferase G9a; Histone-lysine N-methyltransferase EHMT2 (Homo sapiens), Q96KQ7; Potency, µM (titrated, usually from 102 µM), for inactives: top-dose activity, negative = inhibition, usual class: inhibitors; G9a H3K9 monomethylation, AlphaScreen, 2 h; 350,000 compounds, 8.8% hits; note: potency is the fitted concentration of half-maximal effect; % is set by controls: 0 for no effect and ±100 for the full control effect; nearly all actives have a fitted effect of over 75% in size
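Step 1: enzyme (final 20 nM) with compound, 15 min RT. Step 2: substrate peptide 500 nM and SAM 20 uM, 2 h RT. Step 3: anti-H3K9me1 antibody and AlphaScreen beads, 10 min, then plate read.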
12-LOX inh: Primary qHTS assay for inhibitors of human arachidonate 12S-lipoxygenase (ALOX12): Round 2; Polyunsaturated fatty acid lipoxygenase ALOX12 (Homo sapiens), P18054; purified 12hLO, xylenol orange hydroperoxide absorbance; Potency, µM (top dose mostly 108 µM), inactives show at the highest dose activity change, negative = inhibition, most hits filed as inhibitors; 580,000 compounds, 1.1% hits; AID 1671190, 2021; note: potency is the fitted concentration of half-maximal effect; % is set by controls: 0 for no effect and ±100 for the full control effect
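Purified human 12hLO at 150 nM in 25 mM Hepes, 0.01% Triton X-100, pH 7.0, preincubated 15 min at room temperature with compound. Reaction started with 40 uM arachidonic acid, 30 min at room temperature. Hydroperoxide measured by Fe-xylenol orange, 573/405 nm absorbance ratio.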
RGS4 inh: Inhibitors of Regulator of G Protein Signaling (RGS) 4: qHTS; 390,000 compounds, 0.039% hits; Transcreener GDP fluorescence polarization, RGS4-accelerated GTP hydrolysis; Potency, µM (top dose mostly 114 µM), without a hit: top-dose activity change, negative = inhibition, hits mostly inhibitors; Regulator of G-protein signaling 4 (Homo sapiens), P49798; note: potency is the fitted concentration of half-maximal effect; % is set by controls: 0 for no effect and ±100 for the full control effect; nearly all actives have a fitted effect of over 75% in size; some results filed as inactive show a strong effect at the top dose
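MLSMR compounds (23 nl, pin-transferred) preincubated 10 min at room temperature with a 500nM (2x) first reagent, then RGS4 at 900nM (2x) plus Transcreener GDP mix added; fluorescence polarization (620/688 nm) read before and after 90 min at 30 °C.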
Starred values were filed as active, the others as inactive; ? = inconclusive; nt = no result given; [ ] = dose if it differs, or a comment. Unless noted, calls come from the whole dose curve; as a rule, active = well fitted curve in the direction sought with a large enough effect; inconclusive = small, poorly fitted or top-dose-only effect, or another doubt; inactive = no such curve, though single readings can be large; an effect the other way counts as inactive or inconclusive. An excerpt; count on the stated rates, not on these rows.

SMILES	HP1b binding inh	BAZ2B inh	ERG-DNA inh	GLS inhibitor	JMJD2A Tudor	PI4K2A inh	G9a inh	12-LOX inh	RGS4 inh
COc1ccc(CCN(C(=O)c2snc(C(N)=O)c2N)C(C)C(=O)NC2CCCCC2)cc1OC (stereo not drawn)	20%	-13%	8%	1%	6%	-5	11%	-1%	-8%
CCOc1ccc(N(CC(=O)NCCSCc2ccco2)S(=O)(=O)c2ccc(C)cc2)cc1	1%	-20%	15%	6%	-6%	-18	nt	-14%	-22%
CC1CN(S(=O)(=O)c2cccc(C(=O)Nc3ccccc3N3CCOCC3)c2)CC(C)O1 (stereo not drawn)	20%	-20%	-4%	1%	-19%	1	-24%	2%	-27%
C/C(CC(=O)Nc1ccc([N+](=O)[O-])cc1)=N/NC(=O)C1CC12CCC2 (stereo not drawn)	44%[activator]	-9%	1%	-1%	-12%[57.1 µM]	0	3%	6%	-29%
O=C(COc1ccc(/C=N/NC(=O)c2ccccc2)cc1)Nc1ccc([N+](=O)[O-])cc1	31%	12%	7%	10%	-19%	-7	nt	0%	6%
O=C(COC(=O)c1ncc(Cl)c(Cl)c1Cl)Nc1ccccc1OC(F)F	54%[activator]	3%	-6%	-1%	6%	-2	13%[59 µM]	-4%	27%
O=C(Nc1ccccc1N1CCOCC1)c1ccc(Br)o1	36%	-14%	-7%	9%	0%	0	3%[12.7 µM]	0%	29%
COc1cc(C(=O)NCCc2cc3c(OC)ccc(OC)c3[nH]c2=O)cc(OC)c1OC	50%[activator]	1%	-1%	-8%	-1%	-5	23%	0%	-7%[11.4 µM]
Cc1ccc(S(=O)(=O)NCCC(=O)NCC(c2ccco2)N2CCCCC2)cc1C (stereo not drawn)	1%	8%	-3%	2%	-15%	1	14%[0.501 µM]	?	13%
FC(F)(F)c1cccc(N2CCN(C(=S)NC3CCCCC3)CC2)c1	36%	2%	-4%	1%	-10%	-1	8%	50µM*	-12%
NS(=O)(=O)c1ccc(CCNC(=O)c2ccc[nH]c2=S)cc1	?	-18%	14%	?	2.2µM*	0	1.4µM*	-9%	?
CCCCS(=O)CC(O)CSc1nc(-c2ccc(OC)cc2)cc(-c2ccccc2)c1C#N (stereo not drawn)	55%[activator]	2%	0%	2%	-1%	-1	10%[59 µM]	-22%	-27%
COc1ccc(-c2cc(=O)oc(-c3cccc(C)c3)n2)cc1	57%[activator]	5%	2%	-9%	2%	4	nt	?	-11%
Cc1onc(-c2ccccc2Cl)c1C(=O)N1CCC(C)CC1	14%	0%	5%	0%	6%	1	6%	-4%	-30%
Cc1cc(N2C(=O)C(O)=C(C(=O)c3cccs3)C2c2cccc(O)c2)no1 (stereo not drawn)	10%	-3%	-3%	3%	?	-4	14%[12.7 µM]	?	-11%
OC(CN1CCOCC1)Cn1c2ccccc2c2ccccc21 (stereo not drawn)	55%[activator]	-2%	0%	3%	3%	-3	?	12%	-37%
O=C(O)CCSc1nc2ccccc2n1Cc1ccccc1	35%	36%[activator]	18%	-1%	-2%	1	nt	0%	1%
Cc1cccc(C(=O)Nc2cc3c(cc2N2CCCCC2)n(C)c(=O)c(=O)n3C)c1	30%	0%	-2%	1%	2%	-1	4%[59 µM]	-9%	11%
COc1ccc(Nc2cc(C(=O)N3CCc4ccccc4C3)c3ccccc3n2)c(OC)c1	4%	?	1%	3%	?	-5	18µM*	-10%	-29%
CCOc1ccc(-c2cc(N3C(=O)Nc4ccccc4N3O)on2)cc1	26%	-24%	-2%	2%	-11%	2	-2%[59 µM]	?	-3%

A different layout for part of the listing above:
SMILES,HP1b binding inh,BAZ2B inh,ERG-DNA inh,GLS inhibitor,JMJD2A Tudor,PI4K2A inh,G9a inh,12-LOX inh,RGS4 inh
O=C(Nc1ccccc1N1CCOCC1)c1ccc(Br)o1,36%,-14%,-7%,9%,0%,0,3%[12.7 µM],0%,29%
COc1cc(C(=O)NCCc2cc3c(OC)ccc(OC)c3[nH]c2=O)cc(OC)c1OC,50%[activator],1%,-1%,-8%,-1%,-5,23%,0%,-7%[11.4 µM]

The list goes on:
SMILES	HP1b binding inh	BAZ2B inh	ERG-DNA inh	GLS inhibitor	JMJD2A Tudor	PI4K2A inh	G9a inh	12-LOX inh	RGS4 inh
COc1cc(NC(=O)c2ccc3oc(=O)c(S(=O)(=O)c4ccccc4)cc3c2)cc(OC)c1	23%	-13%[57.1 µM]	-1%	-12%	-20%	2	-32%[59 µM]	-14%	-21%
COc1ccc(S(=O)(=O)NCC(c2ccco2)S(=O)(=O)c2cccs2)cc1F (stereo not drawn)	9%	-15%	10%	5%	-22%	2	0%[59 µM]	-14%	-21%
C/C(=N\Nc1nc(-c2ccccc2)cs1)c1cccs1	-31%	40µM*	3%	2%	?	-4	5µM*	45µM*	-16%
COc1ccccc1-n1cc(-c2ccc(C)cc2)nc1S(=O)(=O)CC(=O)Nc1ccccc1C(F)(F)F	30%	-1%	0%	0%	?	-5	-5%[59 µM]	-27%	?
COCCNC(=O)COC(=O)C1=Cc2ccccc2OC1	26%	-10%	4%	0%	1%	0	1%	12%	2%
CCOC(=O)N1CCN(C(=O)CN(C2CCCCC2)S(=O)(=O)c2c(C)cc(C)cc2C)CC1	24%	-31%	-2%	nt	-7%	-1	-1%	?	-18%
Cc1cc(NC(=O)CSc2nnc(CNc3ccc(F)cc3)n2C2CCCCC2)no1	13%	-8%	-4%	8%	-10%	-2	2%	-8%	12%
COc1cc(C(=O)c2ccc3c(c2)OCO3)cc(OC)c1OC	10%[57 µM]	nt	-5%	1%	6%	0	nt	-14%	3%
Cc1ccc(Cl)cc1NC(=O)CCN1C(=O)C2C3CCC(C3)C2C1=O (stereo not drawn)	20%	-3%	-4%	0%	-14%	-3	0%	0%	17%
CCN(C(=O)COC(=O)c1cc(Cl)ccc1OC)c1c(N)n(Cc2ccccc2)c(=O)[nH]c1=O	53%[activator]	4%	-5%	-1%	-14%	1	9%[12.7 µM]	7%	5%
CCN1CCc2c(sc3c2c(NCc2ccco2)nc2nnnn23)C1	17%	-1%	0%	-21%	-18%[57.1 µM]	-1	-30%	1%	-31%[56.9 µM]
O=C(CCc1nc2sc3c(c2c(=O)[nH]1)CCCC3)N1CCN(c2ccccc2)CC1	-9%	56µM*	-1%	10%	-31%	-5	2%[0.501 µM]	?	7%
CCCN1Cc2cccc(C(=O)Nc3ccccc3C(=O)OC)c2C1=O	51%[activator]	nt	11%	-2%	-7%	-1	4%[59 µM]	-24%	-22%
Cc1ccc(C)c(-n2c(Cc3cccs3)n[nH]c2=S)c1	22%	2%	-5%	-27%	10µM*	0	1.6µM*	?	-29%
Cc1onc(C(=O)Nc2ccccc2C(F)(F)F)c1[N+](=O)[O-]	36%[activator]	-4%	-1%	-1%	-12%	-4	nt	0%	-9%
O=C(CNCc1cccs1)Nc1ccc(OC(F)(F)F)cc1	28µM*	28µM*	7%	-1%	4µM*	-4	-12%[2.33 µM]	?	-23%
COc1ccc2oc(=N)c(C(=O)Nc3ccc(Cl)cc3)cc2c1	48%[activator]	6%	-2%	-5%	-11%	0	6%[0.501 µM]	4%	4%
CC(=O)Nc1ccc(NC(=O)c2ccc(-n3c(C)ccc3C)cc2)cc1	19%	-32%	-1%	-7%	-23%	-1	?	4%	-8%
CCCCC(=O)OC1=C(C(=O)c2ccccc2)N(CCC)S(=O)(=O)c2ccccc21	16%	-31%	-7%	4%	-20%	42	-42%[59 µM]	-2%	-8%
CN1CCN(c2cnn(-c3ccccc3)c(=O)c2Br)CC1	35%	-15%	-11%	-6%	1%	2	?	11%	-12%
CCC1(O)CC(c2ccccc2)=NN1C(=O)c1ccccc1F (stereo not drawn)	18%	nt	1%	5%	-14%	1	nt	-1%	-15%
COc1ccc(-n2c(CN3CCN(c4ccc(F)cc4)CC3)nc3ccc([N+](=O)[O-])cc3c2=O)c(OC)c1	?	-35%	-5%	13%	?	-4	?	17%	-10%
COC(=O)C1CCN(Cc2ccc(OCCCN3CCN(c4ccc([N+](=O)[O-])cc4)CC3)cc2)CC1	-10%	?	-8%	?	?	1	nt	9%	-32%
CC(=O)C(=Cc1ccc(O)cc1)C(C)=O	11%	19%	1%	18%	-11%	-4	49%[0.501 µM]	-20%	3%
CC1C(=O)N2CCCc3cc(NC(=O)C(=O)NCCc4c[nH]c5ccccc45)cc1c32 (stereo not drawn)	-2%	-31%	-3%	5%	?	-1	28µM*	-2%	-16%
CC(C)(C)C(=O)NC(NC(=S)Nc1ccc(S(N)(=O)=O)cc1)C(Cl)(Cl)Cl (stereo not drawn)	23%	1%	2%	-6%	-11%	5	?	-8%	16%
